Screening data from PubChem BioAssay.
D1 potentiator: enhances dopamine response at the human D1 receptor; potentiation, % at 10 µM; AID 504651; P21728; HEK293 TREx D1 cells, calcium flux, dopamine EC20 potentiation; actives 0.036% (n = 360,000); in the data active means potentiation above about 30%; further: 0% is about no effect
Target sequence (P21728 whole entry, looked up): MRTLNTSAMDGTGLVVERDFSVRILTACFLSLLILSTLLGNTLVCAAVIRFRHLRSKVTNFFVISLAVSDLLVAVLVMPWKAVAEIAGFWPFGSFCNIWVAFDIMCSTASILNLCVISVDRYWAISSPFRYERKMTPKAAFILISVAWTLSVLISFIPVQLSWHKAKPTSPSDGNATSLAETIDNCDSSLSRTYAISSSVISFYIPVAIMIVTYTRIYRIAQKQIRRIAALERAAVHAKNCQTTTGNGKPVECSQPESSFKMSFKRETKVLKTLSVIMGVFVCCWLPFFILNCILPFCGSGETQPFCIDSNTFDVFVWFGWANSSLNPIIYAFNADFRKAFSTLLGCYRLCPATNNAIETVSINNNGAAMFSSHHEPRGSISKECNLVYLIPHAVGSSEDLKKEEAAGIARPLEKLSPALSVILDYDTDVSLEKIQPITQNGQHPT
GRP78 ERSR act: ER stress response induction in glioma | actives 0.02% (n = 420,000) | Potency, µM, without a hit: top-dose activation, actives largely listed as activators | AID 602332 | U87-MG GRP78 promoter luciferase reporter, 16 h; further: potency means the concentration at half of the fitted maximal effect; series mostly up to about 76 µM; % of control where 0% means no effect; nearly all actives have a fitted effect of over 35% in size
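Stably transfected U87-MG human glioma cells carrying a GRP78-based luminescent sensor were seeded at 1000 cells/well, pin-dosed with compounds and incubated 16 h. Luciferase reagent was then added, and end-point luminescence was read after 10 min at room temperature.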
D1 antagonist: blocks dopamine activation of the human D1 receptor. actives 3.2% (n = 360,000). P21728. HEK293 TREx D1 cells, calcium flux, dopamine EC80; active compounds read low. activity change, negative = inhibition, % at 10 µM; in the data active means activity change below about -30%; further: on the % scale 0 is the no-effect control and ±100 the full control effect
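Compound effects on dopamine-evoked calcium signalling were measured in tetracycline-induced HEK293 Trex D1 cells. Dopamine at EC80 followed a 180 s compound pre-read, and fluorescence was tracked kinetically for 180 s more.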
Vif-APOBEC3F blk: Vif-A3F binding inhibition; HeLa A3F-eYFP + Vif (tagged APOBEC3F with the HIV-1 protein that degrades it), YFP fluorescence increase; Potency, µM (series often up to 46.1 µM), inactives show top-dose activity, negative = active; actives 0.2% (n = 390,000); further: potency means the concentration at half of the fitted maximal effect; % of control where 0% means no effect; nearly all actives have a fitted effect of over 65% in size
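HeLa cells stably expressing A3F-eYFP plus Vif, plated and incubated overnight at 37 deg C, then exposed to compounds overnight at 37 deg C. Blocked degradation read as raised yellow fluorescence (Ex 488/Em 500-530).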
RXFP1 antag: antagonists of human relaxin receptor RXFP1. activity change, negative = inhibition, % at 57.5 µM. AID 1259400. actives 0.59% (n = 350,000). HEK293-RXFP1, relaxin-stimulated cAMP HTRF, 30 min; active compounds read low. Q9HBX9;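 active means activity change of -60% or lower, but not beyond a set lower limit; inconclusive means change between -60% and -40%, or beyond the set limit; inactive means change above -40%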; further: on the % scale 0 is the no-effect control and ±100 the full control effect
D1 ag: agonists of human D1 dopamine receptor; HEK293 T-REx D1 cells, calcium flux, agonist mode; P21728; AID 504660; activation, % at 2 µM; actives 1% (n = 360,000); in the data active means activation above about 30%; further: 0% is about no effect
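Tetracycline-induced HEK293 TREx D1 cells, force-coupled to calcium signalling, were dye-loaded with a no-wash calcium kit. Compound was pin-added after a 10 s baseline. Fluorescence was read kinetically at 1 cycle/s for 180 s, with calcium rises flagged as agonism.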
RXFP1 ag: RXFP1 (human) receptor agonism; Potency, µM (titrated, usually from 57.5 µM), inactives show at the highest dose activation, actives largely listed as activators; HEK293T-RXFP1 cAMP TR-FRET, 30 min; response scale: percent of porcine relaxin response, buffer zero; actives 0.3% (n = 370,000); Q9HBX9; further: potency means the concentration at half of the fitted maximal effect; on the % scale 0 is the no-effect control and ±100 the full control effect; nearly all actives have a fitted effect of over 60% in size; many of its hits are not listed in these tables
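Agonist response is measured as cAMP accumulation in an RXFP1-transfected HEK293T line under PDE4 inhibition. Values are scaled between buffer-only and 29 nM porcine relaxin, and EC50s come from standard Hill equation fits.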
Vif-APOBEC3G blk: Vif-A3G binding inhibition. Potency, µM (top dose mostly 46.1 µM), for the others: top-dose activity, negative = active, actives largely listed as inhibitors. Q9HC16. AID 602310. HeLa A3G-eYFP + Vif (tagged APOBEC3G with the HIV-1 protein that degrades it), YFP fluorescence, overnight. actives 0.076% (n = 410,000);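 further: potency means the concentration at half of the fitted maximal effect; on the % scale 0 is the no-effect control and ±100 the full control effect; nearly all actives have a fitted effect of over 60% in size; hits raise eYFP signal because A3G escapes Vif-driven loss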
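Read-out is eYFP fluorescence (Ex 488/Em 500-530) from Vif-expressing HeLa A3G-eYFP cells; more signal means A3G escaped Vif-mediated degradation. Cells plated overnight, compound pinned in, incubated overnight at 37 deg C.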
D2 PAM: positive allosteric modulators of human D2 dopamine receptor; potentiation, % at 10 µM; P14416; actives 0.34% (n = 340,000); HEK293 T-REx D2, calcium flux, EC20 dopamine potentiation;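 active means potentiation over 3 SD above the plate norm, cut at about 30% in these data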; further: 0% is about no effect
Target sequence (P14416 whole entry, looked up): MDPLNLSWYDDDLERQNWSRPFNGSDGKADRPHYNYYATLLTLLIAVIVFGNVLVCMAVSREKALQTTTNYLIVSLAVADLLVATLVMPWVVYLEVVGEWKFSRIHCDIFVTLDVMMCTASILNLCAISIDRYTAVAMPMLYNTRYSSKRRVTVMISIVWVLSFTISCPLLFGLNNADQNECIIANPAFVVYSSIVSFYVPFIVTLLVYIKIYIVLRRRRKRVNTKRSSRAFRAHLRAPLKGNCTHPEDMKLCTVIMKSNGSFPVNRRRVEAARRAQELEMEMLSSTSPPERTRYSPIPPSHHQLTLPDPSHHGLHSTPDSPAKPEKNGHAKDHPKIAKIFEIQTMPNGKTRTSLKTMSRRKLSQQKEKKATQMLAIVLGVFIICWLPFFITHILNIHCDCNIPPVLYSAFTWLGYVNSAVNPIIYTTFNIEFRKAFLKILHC
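Cells plated with tetracycline inducer and held overnight at 30 C; calcium dye loaded 30–90 min at room temperature; baseline taken, compound added and read 180 s; EC20 dopamine then added and read 180 s.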
* = called active by the depositor; & = joins results of further samples. Unless noted, the call rests on the fitted dose curve; in most records, active means well fitted curve in the direction sought with a large enough effect; inconclusive means small, poorly fitted or top-dose-only effect, or another doubt; inactive means no such curve, though single readings can be large; an effect the other way counts as inactive or inconclusive. A portion of the library; count on the stated rates, not on these rows.

Results for Cc1cc(C)cc(N2C(=O)C3CC=CCC3C2=O)c1 (centres undefined) ?
D1 potentiator: 4; GRP78 ERSR act: -13%; D1 antagonist: 0; Vif-APOBEC3F blk: 0%; RXFP1 antag: 12; D1 ag: 0; RXFP1 ag: -0.4%; Vif-APOBEC3G blk: -1%; D2 PAM: -2

How did O=C(NCc1ccco1)C1CCCN1C(=O)Nc1cccc(Cl)c1 (centres undefined) do in these assays?
D1 potentiator: 1; GRP78 ERSR act: -4%; D1 antagonist: -2; Vif-APOBEC3F blk: -3%; RXFP1 antag: -1; D1 ag: 3; RXFP1 ag: 0.5%; Vif-APOBEC3G blk: 2%; D2 PAM: -10

What do the screens show for `Cc1ccc(NC(=O)CN(C)C(=O)COC(=O)c2ccc(NC(=O)CC#N)cc2)cc1`?
GRP78 ERSR act: -2%; Vif-APOBEC3F blk: 2%; RXFP1 antag: 1; Vif-APOBEC3G blk: 0%

What do the screens show for `Cc1c(C(=O)N(C)C)sc2c1c(=O)n(-c1ccc(F)cc1)c(=O)n2Cc1ccccc1C#N`?
D1 potentiator: -2; GRP78 ERSR act: -3%; D1 antagonist: -3; Vif-APOBEC3F blk: -3%; RXFP1 antag: 4; D1 ag: 4; RXFP1 ag: 2.6%; Vif-APOBEC3G blk: 3%; D2 PAM: -3

How did O=C1[C@H]2[C@@H](c3ccc(F)cc3)N3C(=O)N(c4ccc(C(F)(F)F)cc4)C(=O)[C@@]3(Cc3ccccc3)[C@H]2C(=O)N1C1CCCCC1 do in these assays?
D1 potentiator: 0; GRP78 ERSR act: -4%; D1 antagonist: 3; Vif-APOBEC3F blk: 6%; D1 ag: 6; RXFP1 ag: 0.3%; Vif-APOBEC3G blk: -6%

Results for COc1ccc(N=C2CCS(=O)(=O)c3sccc32)cc1 ?
D1 potentiator: 1; GRP78 ERSR act: 2%; D1 antagonist: -3; Vif-APOBEC3F blk: -4%; RXFP1 antag: -16; D1 ag: 3; RXFP1 ag: -0.4%; Vif-APOBEC3G blk: 0%; D2 PAM: 0

How did CC(C)CCc1noc(CN2CCC(CCN3CCCC3=O)CC2)n1 do in these assays?
D1 potentiator: 3; GRP78 ERSR act: 5%; D1 antagonist: 12; Vif-APOBEC3F blk: -9%; RXFP1 antag: -1; D1 ag: 0; RXFP1 ag: 0.3%; Vif-APOBEC3G blk: 3%

How did CN1C(=O)/C(=C/c2cccc(Cl)c2)Sc2ccc(C(=O)NCc3cccnc3)cc21 do in these assays?
D1 potentiator: -10; GRP78 ERSR act: -4%; D1 antagonist: -40*; Vif-APOBEC3F blk: -4%; RXFP1 antag: 3; D1 ag: 12; RXFP1 ag: -2.6%; Vif-APOBEC3G blk: -7%

Results for Cc1cc(C)c(C#N)c(N)n1 ?
D1 potentiator: -3; GRP78 ERSR act: -4%; D1 antagonist: 1; Vif-APOBEC3F blk: 6%; RXFP1 antag: -5; D1 ag: 0; RXFP1 ag: -1.1%; Vif-APOBEC3G blk: 3%; D2 PAM: 19

What do the screens show for `Cc1ccc(S(=O)(=O)NCC2CCC(C(=O)N3CCOCC3)CC2)cc1` (centres undefined)?
D1 potentiator: -6; GRP78 ERSR act: -3%; D1 antagonist: 7; Vif-APOBEC3F blk: 0%; RXFP1 antag: -1; D1 ag: 5; RXFP1 ag: 5.0%; Vif-APOBEC3G blk: -2%

Results for CCOC(=O)c1c(NC(=O)CSc2nnc(-c3cccnc3)o2)sc2c1CCC2 ?
D1 potentiator: 0; GRP78 ERSR act: -4%; D1 antagonist: 4; Vif-APOBEC3F blk: -1%; RXFP1 antag: 2; D1 ag: 1; RXFP1 ag: 3.4%; Vif-APOBEC3G blk: 2%; D2 PAM: 13

What do the screens show for `COc1ccc(/C=C/c2ccc3ccccc3[n+]2C)cc1OC`?
D1 potentiator: -7; GRP78 ERSR act: 4%&-3%; D1 antagonist: 16; Vif-APOBEC3F blk: inconclusive; RXFP1 antag: 1; D1 ag: 2; RXFP1 ag: 5.0%; Vif-APOBEC3G blk: -9%&-4%; D2 PAM: 13

Results for Cc1ccc(N2C(SCC(=O)O)=NC(=Nc3cccc(C)c3)C23CCCC3)cc1 ?
D1 potentiator: -6; GRP78 ERSR act: -4%; D1 antagonist: 5; Vif-APOBEC3F blk: 4%; RXFP1 antag: -39; D1 ag: 2; RXFP1 ag: -1.9%; Vif-APOBEC3G blk: 2%; D2 PAM: -16

What do the screens show for `CC(Sc1nc(-c2ccccc2)cc(C(F)(F)F)n1)C(=O)N1CCCC1` (centres undefined)?
D1 potentiator: 1; GRP78 ERSR act: -3%; D1 antagonist: -5; Vif-APOBEC3F blk: 0%; D1 ag: 3; RXFP1 ag: 0.6%; Vif-APOBEC3G blk: 3%; D2 PAM: 0

What do the screens show for `CCn1c(SCc2ccc(C(=O)Nc3nccs3)cc2)nnc1-c1ccc(N)cc1`?
D1 potentiator: -1; GRP78 ERSR act: -2%; D1 antagonist: 3; Vif-APOBEC3F blk: 5%; RXFP1 antag: -22; D1 ag: 2; RXFP1 ag: 0.6%; Vif-APOBEC3G blk: -3%; D2 PAM: -17

How did Cc1cccc(CSc2nc(=O)c3c(n2C)NC(=O)CC3c2cc(F)cc(F)c2)c1 (centres undefined) do in these assays?
D1 potentiator: 3; GRP78 ERSR act: -2%; D1 antagonist: 0; Vif-APOBEC3F blk: -1%; RXFP1 antag: -4; D1 ag: -1; RXFP1 ag: inconclusive; Vif-APOBEC3G blk: inconclusive

What do the screens show for `O=C(COc1cccc2cccnc12)N1CCc2ccccc2C1`?
D1 potentiator: -8; GRP78 ERSR act: -3%; D1 antagonist: 2; Vif-APOBEC3F blk: 0%; RXFP1 antag: -10; D1 ag: 5; RXFP1 ag: 0.9%; Vif-APOBEC3G blk: 0%; D2 PAM: -6

How did COc1ccc(N2CCN(C(=O)c3cc4c(s3)-c3c(C)cccc3OC4)CC2)cc1 do in these assays?
D1 potentiator: -3; GRP78 ERSR act: -2%; D1 antagonist: 23; Vif-APOBEC3F blk: 0%; RXFP1 antag: -7; D1 ag: 0; RXFP1 ag: -1.1%; Vif-APOBEC3G blk: 3%; D2 PAM: -6

How did CCOC(=O)c1c(NC(=O)C(F)(OC)C(F)(F)F)sc(C(=O)N2CCCCC2)c1C (centres undefined) do in these assays?
D1 potentiator: -1; GRP78 ERSR act: -2%; D1 antagonist: -21; Vif-APOBEC3F blk: 6%; RXFP1 antag: 8; D1 ag: 10; RXFP1 ag: 13%; Vif-APOBEC3G blk: 1%; D2 PAM: -1

What do the screens show for `COc1ccc(C(=O)N(C)C2CCCc3ccccc32)cc1OC1CCN(C(C)C)CC1` (centres undefined)?
D1 potentiator: -6; GRP78 ERSR act: -2%; D1 antagonist: -17; Vif-APOBEC3F blk: -15%; RXFP1 antag: -4; D1 ag: 1; RXFP1 ag: 2.9%; Vif-APOBEC3G blk: 0%; D2 PAM: -16

Two entries picked at random from the list so far, as already listed:
What do the screens show for `CCn1c(SCc2ccc(C(=O)Nc3nccs3)cc2)nnc1-c1ccc(N)cc1`?
D1 potentiator: -1; GRP78 ERSR act: -2%; D1 antagonist: 3; Vif-APOBEC3F blk: 5%; RXFP1 antag: -22; D1 ag: 2; RXFP1 ag: 0.6%; Vif-APOBEC3G blk: -3%; D2 PAM: -17

How did Cc1cccc(CSc2nc(=O)c3c(n2C)NC(=O)CC3c2cc(F)cc(F)c2)c1 (centres undefined) do in these assays?
D1 potentiator: 3; GRP78 ERSR act: -2%; D1 antagonist: 0; Vif-APOBEC3F blk: -1%; RXFP1 antag: -4; D1 ag: -1; RXFP1 ag: inconclusive; Vif-APOBEC3G blk: inconclusive

Carrying on.
How did CCOc1ccc(NC(=O)Cn2c(=O)nc(-c3ccccc3)c3ccccc32)cc1 do in these assays?
D1 potentiator: 0; GRP78 ERSR act: -2%; D1 antagonist: 15; Vif-APOBEC3F blk: 4%; RXFP1 antag: 0; D1 ag: 3; RXFP1 ag: 1.8%; Vif-APOBEC3G blk: -4%; D2 PAM: 4

What do the screens show for `CCOC(=O)C(/C=N/c1cc(C)nn1-c1ccccc1)=C(\C)O`?
D1 potentiator: -6; GRP78 ERSR act: -2%; D1 antagonist: 3; Vif-APOBEC3F blk: -3%; RXFP1 antag: -7; D1 ag: 0; RXFP1 ag: 1.9%; Vif-APOBEC3G blk: -2%; D2 PAM: 11

How did O=C(Cn1cnc2ccccc2c1=O)c1ccc2ccccc2c1 do in these assays?
D1 potentiator: -10; GRP78 ERSR act: -1%; D1 antagonist: -12; Vif-APOBEC3F blk: -4%; RXFP1 antag: 3; D1 ag: 2; RXFP1 ag: 3.7%; Vif-APOBEC3G blk: -8%

What do the screens show for `Cc1nc2c3ccccc3nc(SCC(=O)c3ccc(Cl)cc3)n2n1`?
D1 potentiator: -18; GRP78 ERSR act: -3%; D1 antagonist: -21; Vif-APOBEC3F blk: -16%; D1 ag: 0; RXFP1 ag: 0.2%; Vif-APOBEC3G blk: 1%; D2 PAM: -2

How did CC(OC(=O)c1ccc(F)c(S(=O)(=O)N2CCOCC2)c1)C(=O)NCC1CCCCC1 (centres undefined) do in these assays?
D1 potentiator: -1; GRP78 ERSR act: -3%; D1 antagonist: -3; Vif-APOBEC3F blk: 1%; RXFP1 antag: 10; D1 ag: 1; RXFP1 ag: 0.6%; Vif-APOBEC3G blk: -2%; D2 PAM: -2

How did CC1CCN(S(=O)(=O)c2ccc(NC(=O)CCN3C(=O)c4ccccc4C3=O)cc2)CC1 do in these assays?
D1 potentiator: 0; GRP78 ERSR act: -5%; D1 antagonist: -4; Vif-APOBEC3F blk: -1%; RXFP1 antag: -3; D1 ag: 1; RXFP1 ag: -0.1%; Vif-APOBEC3G blk: 2%; D2 PAM: -1

Results for Cc1nc2sc3c(c2c(=O)[nH]1)CCCC3 ?
D1 potentiator: -2; GRP78 ERSR act: 6%; D1 antagonist: -11; Vif-APOBEC3F blk: -8%; RXFP1 antag: -1; D1 ag: 8; RXFP1 ag: 2.3%; Vif-APOBEC3G blk: 1%; D2 PAM: 8
